Screening results: PubChem, Broad Institute
esBAF inh – blocks esBAF chromatin remodeling in mouse ES cells | Bmi1-luciferase knock-in reporter, 24 h; 100% = twice the neutral-well signal | 350,000 compounds, 2% hits | AID 602393 | reporter increase, % at 12.5 µM; in the data active = activation above about 40%;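 also: 0% = median of the plate's neutral control wells and 100% = double that signal; a rise in the Bmi1 reporter signal indicates esBAF inhibition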
FN deposition inh – fibronectin deposition inhibition. AH1F fibroblasts, Alexa488-fibronectin deposition fluorescence, overnight. inhibition, % at 12.6 µM. 350,000 compounds, 0.086% hits;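 active = mean inhibition across replicates of 30% or more, regardless of how many single replicates reach that level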;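 also: positive control wells lacked labelled fibronectin entirely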
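Assay system: AH1F fibroblasts assembling fluorescent fibronectin matrix; Amount: 10000 AH1F cells per well; Buffer or medium: DMEM, 2% serum; Probe or stimulus: Alexa488-fibronectin, 24 nM final in well; Doses: single compound dose, delivered by pin transfer; Incubation: 1 h adhesion, overnight exposure; Measured by: fluorescence 485/525 nm; Read-out: fibronectin deposition inhibition.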
Statin myotox sup – protects C2C12 myotubes from simvastatin toxicity; AID 602340; rescue of ATP level, % at 7.49 µM; 330,000 compounds, 0.78% hits; ATP luminescence, 48 h; scaled: DMSO 0, geranylgeraniol control 100;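 active = mean ATP rescue above about 67%, or every replicate alone reaching that limit, limit read from the data, passing the limit was not always enough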;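 also: myotubes were challenged with 10 µM simvastatin during compound exposure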
Casp6 inh – caspase-6 (human) enzyme inhibition | P55212 | purified caspase-6, Z-VEID-R110 cleavage fluorescence | inhibition, % at 12.5 µM | 350,000 compounds, 0.53% hits | AID 686996;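 active = mean inhibition across replicates at least about 35%, with every replicate also reaching that limit, limit read from the data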;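 also: 0% = median of neutral control wells and 100% = no fluorescence left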
Target sequence (P55212 24-179 limits assumed): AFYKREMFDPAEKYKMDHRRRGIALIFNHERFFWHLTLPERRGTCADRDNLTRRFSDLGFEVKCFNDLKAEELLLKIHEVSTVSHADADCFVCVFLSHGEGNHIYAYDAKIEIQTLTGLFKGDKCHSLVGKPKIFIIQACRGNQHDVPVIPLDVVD
Target sequence (P55212 194-293 limits assumed): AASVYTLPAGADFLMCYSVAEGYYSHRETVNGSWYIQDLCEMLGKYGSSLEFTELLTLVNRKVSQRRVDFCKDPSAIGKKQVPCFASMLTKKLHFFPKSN
LGR2 inh – Drosophila LGR2 receptor signaling inhibition; HEK293 LGR2, CRE-luciferase, bursicon-stimulated, 4 h; inhibition, % at 9.99 µM; 380,000 compounds, 0.35% hits; AID 720647;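 active = drop in luminescence signal, shown as inhibition above about 50% in the replicate tests, limit read from the data, passing the limit was not always enough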;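 also: agonist challenge used bursicon conditioned medium at about half maximal strength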
SIRT5 inh – blocks human SIRT5 desuccinylation of peptide. 330,000 compounds, 1.1% hits. Purified SirT5, succinyl-peptide AMC, trypsin-coupled fluorescence. inhibition, % at 15 µM; in the data active = inhibition above about 15%
Target sequence (Q9NXA8 whole entry, looked up): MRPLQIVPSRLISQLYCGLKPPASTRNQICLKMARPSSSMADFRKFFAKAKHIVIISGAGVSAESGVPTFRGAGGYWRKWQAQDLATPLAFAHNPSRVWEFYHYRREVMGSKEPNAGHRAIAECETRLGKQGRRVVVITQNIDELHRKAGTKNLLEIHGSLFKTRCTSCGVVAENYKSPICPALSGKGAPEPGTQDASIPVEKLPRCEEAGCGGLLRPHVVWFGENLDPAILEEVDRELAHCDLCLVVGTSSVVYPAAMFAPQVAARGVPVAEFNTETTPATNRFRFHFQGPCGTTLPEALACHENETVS
S100A4 inh HTS – inhibitors of human S100A4 binding to myosin IIA peptide; P26447; S100A4/TAMRA-MyoIIA peptide fluorescence polarization; inhibition, % at 10.7 µM; 360,000 compounds, 0.14% hits;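 active = mean inhibition of at least 70% across replicates, with every replicate also reaching that level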
Target sequence (P26447 whole entry, looked up): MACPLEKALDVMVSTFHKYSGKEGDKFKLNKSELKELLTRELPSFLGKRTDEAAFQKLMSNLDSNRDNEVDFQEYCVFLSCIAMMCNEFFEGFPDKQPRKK
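incubation = readout 5 min after mixing, signal stable up to 60 min | system = S100A4 monomer protein | buffer or medium = HEPES pH 7.2 with CaCl2, KCl, NaCl, DTT, Triton | benchmarks = neutral control DMSO, positive control TFP | also added = fluorescent myosin IIA peptide, 5 nM | compound dosing = one concentration per compound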
* hit, by the source's call; . = not tested or not shown; & = joins results of further samples; ! = not active in a repeat.

Below each compound: esBAF inh	FN deposition inh	Statin myotox sup	Casp6 inh	LGR2 inh	SIRT5 inh	S100A4 inh HTS
> CCc1ccc2[nH]c(C(=O)Nc3ccc(F)cc3Br)cc2c1
→ 2	-5	-16	1	-9	-2	-2
> O=C(C[C@H]1CC[C@H](NC(=O)Nc2cccc(F)c2)[C@@H](CO)O1)NCC1CC1
→ 2	1	12	0	-10	4	-6
> COCCNC(=O)CCc1c(C)nc2nc(-c3cc(OC)cc(OC)c3)nn2c1C
→ .	-3	.	6	-44	0	-2
> C=CCn1c(-c2cccc3ccccc23)n[nH]c1=S
→ 21	-6	-4	.	.	.	.
> O=C(C[C@H]1CC[C@@H]2[C@H](COC[C@H](O)CN2C(=O)c2ccc3c(c2)OCO3)O1)NCCN1CCCCC1
→ -2	-1	-3	-14	2	-1	-26
> CCCCOc1ccc(C(O)(CC)CCN2CCOCC2)cc1 (stereo not given)
→ -6	1	-5	.	8	.	.
> Cc1ccc(C(=O)CN(CCC(=O)O)S(=O)(=O)c2ccc([N+](=O)[O-])cc2)cc1
→ 5	16	2	-11	-13	-1	1
> O=C(NC(C(=O)c1ccccc1)N1CCCCC1)c1ccccc1 (stereo not given)
→ 28	10	-3	.	.	.	.
> C[C@H](CO)N1C[C@H](C)[C@@H](CN(C)S(=O)(=O)c2ccc(Cl)cc2)Oc2ccc(NC(=O)Cc3cn(C)c4ccccc34)cc2C1=O
→ 2	.	29	3	.	1	-4
> CNS(=O)(=O)c1cccc(C(=O)OCC(=O)N2CC(C)OC(C)C2)c1 (stereo not given)
→ 0	3	-16	5	7	-2	-3
> CC(C)c1nc2oc3c(=O)[nH]cnc3c2c2c1COC(C)(C)C2
→ 6	2	-32	2	-14	-8	-5
> COc1ccc(C(=O)Nc2cccc(S(C)(=O)=O)c2)cc1
→ .	-4	.	0	-9	-3	-9
> O=C1C2CCCCC2C(=O)N1c1ccc(NC2CCCCC2)c([N+](=O)[O-])c1 (stereo not given)
→ .	7	.	4	-17	0	8
> CCNC(=O)C[C@@H]1CC[C@H]2[C@@H](COc3ccc(NC(=O)c4cccc(OC)c4)cc3C(=O)N2C)O1
→ -4	-8	5	-2	-5	4	-6
> Cc1ccc(Cn2cnc3ccccc32)cc1
→ -9	.	3	-3	8	2	-2
> CCC1CCCCN1S(=O)(=O)c1ccc(NC(=O)C2CCN(C(=O)c3ccco3)CC2)cc1 (stereo not given)
→ .	-5	.	3	-7	0	-2
> N#CCC(=O)N/N=C/c1ccc(SCC(=O)Nc2ccccc2)o1
→ .	-4	.	1	-17	-2	-2
> COc1ccc(S(=O)(=O)N=C2C=C(C)C(=O)C(C)=C2)cc1
→ -5	-1	2	.	.	.	.
> CN1CCN(CCC(=O)Nc2ccc(Br)cc2)CC1
→ .	0	.	-4	-9	-7	-2
> Cc1ccccc1N1C(=O)c2cc(S(N)(=O)=O)c(Cl)cc2NC1C (stereo not given)
→ 0	1	8	2	.	-3	-4

Below each compound: esBAF inh	FN deposition inh	Statin myotox sup	Casp6 inh	LGR2 inh	SIRT5 inh	S100A4 inh HTS
> Cc1sc2ncn(CC(=O)NCCCC(=O)N3CCN(c4ccccc4)CC3)c(=O)c2c1C
→ 4	-5	8	.	.	.	.
> Cc1ccc(-c2nc(CSCC(=O)NCc3cccnc3)c(C)o2)cc1
→ -12	7	0	.	.	.	.
> CCN(CC)S(=O)(=O)c1ccc(C(=O)Nc2nnc(COC)o2)cc1
→ .	.	.	-2	9	0	-1
> C[C@@H]1CCCCO[C@@H](CN(C)C(=O)CCC(F)(F)F)[C@@H](C)CN([C@H](C)CO)C(=O)c2cc(NC(=O)C3CCCCC3)ccc2O1
→ 1	-3	.	3	9	-2	8
> CC(=O)c1ccc([N+](=O)[O-])c(CS(=O)(=O)c2ccccc2)c1
→ 1	-7	-2	0	0	-2	-1
> COc1cccc(NC(=O)COc2ccccc2)c1
→ 6	-3	13	1	-28	1	3
> CN(C)c1cccc(C(=O)NCc2ccc3c(c2)OCO3)c1
→ 6	-2	11	1	17	1	-20
> Nc1sc(-c2ccccc2)cc1C(=O)N1CCN(c2ccccc2)CC1
→ .	-5	.	1	-5	.	-3
> CCc1ccc(NC(=O)c2noc3c2CCC3)cc1
→ 73*	1	5	.	.	.	.
> ClC1(Cl)CC1CSc1nc2ccccc2[nH]1 (stereo not given)
→ .	3	.	-28	-34	-3	-15
> CCOC(=O)c1ccccc1NC(=O)CSc1nnc(COc2ccccc2C)n1C
→ -11	4	-9	.	.	.	.
> CSCCOC(=O)COc1ccc(/C=N/NC(=O)c2c(Cl)cnn2C)cc1
→ .	3	.	5	-13	0	0
> Fc1ccc(NC(=S)Nc2cccnc2)cc1
→ 9	1	-26	.	-19	0	4
> C[C@@H]1CN([C@@H](C)CO)C(=O)c2cccc(NS(C)(=O)=O)c2O[C@H]1CN(C)CC1CCCCC1
→ -3&4	8	103*!	-1&-1	4&6	7&-4	11&1
> COc1cc(/C=N/N2CCOCC2)ccc1OCc1ccccc1
→ 61*	-1	2	1	-76	0	33
> O=C1CN(CC(=O)Nc2ccc(SC(F)F)cc2)CCN1
→ 3	-6	9	-2	1	0	3
> CC(=O)Nc1ccc(NC(=O)c2cc(C)nn2-c2ccccc2)cc1
→ 2	6	-2	.	.	.	.
> COC(=O)[C@]1(CC(C)C)NC=C(C(=O)c2ccccc2)[C@@H]1c1cccs1
→ .	-1	.	-3	-2	.	-5
> O=C(C[C@@H]1C[C@H]2c3cc(NC(=O)Nc4ccccc4)ccc3O[C@H]2[C@@H](CO)O1)NCc1cccnc1
→ 4	1	5	.	-13	.	.
> Cc1cc(NCCN(C)C)n2nc(-c3cccs3)cc2n1
→ 7	.	-7	.	3	.	.

Below each compound: esBAF inh	FN deposition inh	Statin myotox sup	Casp6 inh	LGR2 inh	SIRT5 inh	S100A4 inh HTS
> CO[C@@H]1CN(C)C(=O)c2cc(NC(=O)Nc3cccc(Cl)c3)ccc2OC[C@@H](C)NC[C@H]1C
→ 4	15	-55	-13	19	4	-11
> C[C@H](CO)N1C[C@H](C)[C@@H](CN(C)C)Oc2c(NC(=O)CCC(F)(F)F)cccc2C1=O
→ -1	10	4	0	-7	-4	0
> COc1cccc(N2C(=O)CC(N3CCc4ccccc4C3)C2=O)c1 (stereo not given)
→ -5	-10	4	3	-1	-6	9
> C[C@H](NC(=O)c1ncn2c1c(=O)[nH]c1ccccc12)c1ccccc1
→ 0	-1	4	3	-12	.	-1
> CCCSc1nnc(Cc2cc(=O)[nH]c(=O)[nH]2)n1-c1cc(C)ccc1C
→ 3	3	-10	.	.	.	.
> Cc1cccc(C)c1NC(=O)C1(C)CSCC(=O)N1CCOc1ccccc1 (stereo not given)
→ .	-1	.	2	-10	2	-1
> O=C(C[C@H]1CC[C@H]2NC[C@H](O)COC[C@@H]2O1)NCCN1CCCCC1
→ -5	-9	-14	-7	7	9	115*
> COc1ccc2c3c(n(C)c2c1)[C@H](CO)N(C(=O)CN(C)C)CC31CCN(Cc2nccs2)CC1
→ .	.	.	-19	6	-2	4
> COc1nccnc1NS(=O)(=O)c1ccc(N)cc1
→ -9	1	5	0	-20	-2	-4
> CS(=O)(=O)N1[C@@H](CO)[C@@H](c2ccccc2)C12CN(Cc1cc(F)ccc1F)C2
→ .	3	.	0	15	-2	0
> COc1cccc(NC(=O)CN(C)C(=O)Cc2c(C)nc3ccccc3c2C)c1
→ -3	-3	1	4	-10	-3	-1
> O=C(NCC(c1ccco1)N1CCc2ccccc2C1)c1ccc(Cl)c([N+](=O)[O-])c1 (stereo not given)
→ 7	-1	-9	5	2	2	16
> Cc1cccc(C(=O)N/N=C2/SCC(=O)N2Cc2ccccc2)c1
→ -2	.	6	23	15	-3	6
> C[C@@H]1CN([C@@H](C)CO)C(=O)c2cc(/C=C/c3ccccc3)cnc2O[C@@H]1CN(C)C
→ -1	1	0	-1	-19	-18	6
> CCC(=O)N(C)C[C@H]1Oc2cc(-c3ccncc3)ccc2S(=O)(=O)N([C@H](C)CO)C[C@@H]1C
→ 3	-4	-12	1	-15	1	38
> COc1ccc(S(=O)(=O)N(C)C[C@H]2Oc3c(NC(=O)NC(C)C)cccc3C(=O)N([C@H](C)CO)C[C@H]2C)cc1
→ -1	6	.	-1	3	2	-6
> O=C(C[C@H]1C[C@@H]2c3cc(NC(=O)NC4CCCC4)ccc3O[C@@H]2[C@@H](CO)O1)NCCc1ccccc1
→ 1	-17	0	2	-4	-1	0
> O=C(C[C@H]1C[C@@H]2c3cc(NC(=O)C4CCOCC4)ccc3O[C@@H]2[C@@H](CO)O1)NCc1ccc(Oc2ccccc2)cc1
→ 1	.	5	2	11	3	11
> O=C(N/C(=C\c1cccc([N+](=O)[O-])c1)C(=O)N1CCOCC1)c1ccc([N+](=O)[O-])cc1
→ .	-3	.	3	4	2	3
> CC(C)n1cc(/C(N)=N/O)c(=O)n(Cc2ccccc2)c1=O
→ .	0	.	-4	-23	0	-2

Full records, quoted from the list. Order of values: esBAF inh	FN deposition inh	Statin myotox sup	Casp6 inh	LGR2 inh	SIRT5 inh	S100A4 inh HTS
CCC(=O)N(C)C[C@H]1Oc2cc(-c3ccncc3)ccc2S(=O)(=O)N([C@H](C)CO)C[C@@H]1C as listed: 3	-4	-12	1	-15	1	38
Cc1ccc(-c2nc(CSCC(=O)NCc3cccnc3)c(C)o2)cc1 as listed: -12	7	0	.	.	.	.
O=C(C[C@H]1C[C@@H]2c3cc(NC(=O)C4CCOCC4)ccc3O[C@@H]2[C@@H](CO)O1)NCc1ccc(Oc2ccccc2)cc1 as listed: 1	.	5	2	11	3	11

Continuation:
Below each compound: esBAF inh	FN deposition inh	Statin myotox sup	Casp6 inh	LGR2 inh	SIRT5 inh	S100A4 inh HTS
> COc1ccc(NC(=O)C2C3C=CC4(O3)C2C(=O)N(CCN2CCCCC2C)C4C(=O)NC2CCCC(C)C2C)cc1 (stereo not given)
→ -8	-9	-23	-4	5	-4	0
> COC(=O)Nc1nn(-c2ccc(C)cc2)c(=O)c(C#N)c1C
→ .	2	.	-4	3	1	1
> COc1ccc(CC(=O)Nc2ccc(-c3noc(-c4cccc(OC)c4)n3)cc2)cc1
→ -1	.	-8	.	0	.	.
> c1coc(-c2nnc(-c3ccco3)nn2)c1
→ 36	7	21	89*	14	18*	7
> Cc1cc(C)c(OCCOCCN2CCN(C)CC2)c(Cl)c1
→ 3	-8	6	-3	-1	-4	-1
> O=C(Cn1cnc2c(nnn2-c2cccc(Cl)c2)c1=O)N1CCCC1
→ 7	-3	-11	.	12	.	.
> CC(NC(=O)c1ccccc1)C(=O)N/N=C/c1ccc(O)cc1 (stereo not given)
→ -2	3	4	0	5	2	2
> COc1ccc(N(CC(=O)NCc2ccc(C)cc2)S(=O)(=O)c2c(C)[nH]c(=O)[nH]c2=O)cc1
→ -2	-2	9	-5	3	-1	-1
> COc1ccc(S(=O)(=O)N2CCC(Cc3ccccc3)CC2)cc1NC(C)=O
→ -2	3	1	-1	-4	0	0
> Cc1cccc(CN2CCN(C3CCCC3)C(CCO)C2)n1 (stereo not given)
→ .	-4	.	-3	11	-1	3
> O=C(O)C1=NN(c2cc(Cl)c(S(=O)(=O)O)cc2Cl)C(=O)C1
→ -2	1	1	29	13	.	-10

Not all compounds are listed (hit frequency here may not be typical).
